Cav3 T inh: inhibitors of human Cav3.2 T-type calcium channel; hit rate 4% among 100,000; AID 449739; Cav3.2-expressing cells, Fluo-4 calcium fluorescence FDSS; stronger effect = lower value; B-score at 10 µM;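 active means single-dose well whose peak fluorescence ratio is a statistical outlier from its plate by either plate-standardised score or position-corrected B-score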
Target sequence (O95180 whole entry, looked up): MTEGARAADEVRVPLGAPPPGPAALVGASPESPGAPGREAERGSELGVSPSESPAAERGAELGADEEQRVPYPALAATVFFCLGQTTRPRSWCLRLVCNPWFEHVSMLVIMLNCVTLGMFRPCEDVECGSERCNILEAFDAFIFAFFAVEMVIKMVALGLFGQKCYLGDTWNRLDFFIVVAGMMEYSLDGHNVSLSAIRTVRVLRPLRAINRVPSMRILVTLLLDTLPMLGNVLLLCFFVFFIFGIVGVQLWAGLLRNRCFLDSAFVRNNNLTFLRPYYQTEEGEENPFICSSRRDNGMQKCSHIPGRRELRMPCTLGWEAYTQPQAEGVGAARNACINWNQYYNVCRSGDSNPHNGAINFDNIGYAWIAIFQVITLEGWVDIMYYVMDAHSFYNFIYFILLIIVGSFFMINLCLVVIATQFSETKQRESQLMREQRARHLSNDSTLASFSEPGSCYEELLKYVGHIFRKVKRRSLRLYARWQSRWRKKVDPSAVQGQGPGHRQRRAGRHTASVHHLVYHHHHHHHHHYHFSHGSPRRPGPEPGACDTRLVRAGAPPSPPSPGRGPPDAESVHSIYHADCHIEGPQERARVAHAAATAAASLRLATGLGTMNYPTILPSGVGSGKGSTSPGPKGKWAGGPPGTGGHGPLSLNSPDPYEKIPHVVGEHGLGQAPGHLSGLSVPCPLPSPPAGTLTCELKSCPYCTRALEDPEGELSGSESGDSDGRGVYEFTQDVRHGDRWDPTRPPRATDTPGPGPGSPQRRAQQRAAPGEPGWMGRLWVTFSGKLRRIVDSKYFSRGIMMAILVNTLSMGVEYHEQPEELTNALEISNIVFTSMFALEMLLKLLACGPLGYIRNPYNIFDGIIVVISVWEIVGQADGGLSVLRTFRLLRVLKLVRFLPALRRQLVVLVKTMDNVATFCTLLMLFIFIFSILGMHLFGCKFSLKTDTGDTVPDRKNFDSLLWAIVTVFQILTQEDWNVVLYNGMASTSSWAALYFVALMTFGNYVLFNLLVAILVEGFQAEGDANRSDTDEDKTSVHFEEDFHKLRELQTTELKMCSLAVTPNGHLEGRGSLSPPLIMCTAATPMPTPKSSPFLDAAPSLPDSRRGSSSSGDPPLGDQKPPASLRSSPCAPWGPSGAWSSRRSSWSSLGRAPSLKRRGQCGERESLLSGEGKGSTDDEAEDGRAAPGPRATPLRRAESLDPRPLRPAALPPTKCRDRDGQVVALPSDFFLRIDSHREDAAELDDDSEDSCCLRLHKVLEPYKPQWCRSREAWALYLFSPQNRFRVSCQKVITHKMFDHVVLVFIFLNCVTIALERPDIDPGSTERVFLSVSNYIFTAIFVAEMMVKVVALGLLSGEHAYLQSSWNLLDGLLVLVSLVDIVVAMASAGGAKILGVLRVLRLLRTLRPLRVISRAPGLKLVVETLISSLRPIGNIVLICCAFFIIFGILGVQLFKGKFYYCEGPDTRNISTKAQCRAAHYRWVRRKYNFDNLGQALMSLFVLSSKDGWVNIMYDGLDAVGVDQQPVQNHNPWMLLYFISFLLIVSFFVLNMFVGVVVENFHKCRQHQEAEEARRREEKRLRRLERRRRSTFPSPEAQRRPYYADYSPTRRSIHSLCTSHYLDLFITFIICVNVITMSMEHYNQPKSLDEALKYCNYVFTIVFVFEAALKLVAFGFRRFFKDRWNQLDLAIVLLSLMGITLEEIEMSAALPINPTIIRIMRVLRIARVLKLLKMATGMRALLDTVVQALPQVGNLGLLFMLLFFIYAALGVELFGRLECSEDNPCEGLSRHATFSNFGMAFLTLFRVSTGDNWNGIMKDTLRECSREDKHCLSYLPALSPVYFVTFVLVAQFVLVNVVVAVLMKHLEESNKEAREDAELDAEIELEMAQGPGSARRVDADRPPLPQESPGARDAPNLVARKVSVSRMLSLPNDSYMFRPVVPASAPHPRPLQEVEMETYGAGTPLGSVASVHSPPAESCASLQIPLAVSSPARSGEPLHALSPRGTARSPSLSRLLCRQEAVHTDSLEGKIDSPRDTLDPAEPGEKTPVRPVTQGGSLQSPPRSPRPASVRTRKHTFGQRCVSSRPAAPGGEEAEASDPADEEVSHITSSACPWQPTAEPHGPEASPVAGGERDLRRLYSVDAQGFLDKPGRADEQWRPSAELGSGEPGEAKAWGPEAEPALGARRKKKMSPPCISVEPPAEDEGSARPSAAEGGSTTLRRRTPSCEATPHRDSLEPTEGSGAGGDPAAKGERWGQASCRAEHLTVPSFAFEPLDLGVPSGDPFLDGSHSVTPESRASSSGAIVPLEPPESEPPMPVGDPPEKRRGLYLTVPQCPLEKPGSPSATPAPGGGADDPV
* = called active by the depositor. An excerpt. The share of hits here may be higher or lower than overall.

SMILES	Cav3 T inh
Cc1nnc2ccc(N3CCCC3)nn12	1.2
CCOC(=O)/C(C(N)=NC)=C(\O)c1ccccc1	0.13
CCCn1nc(-c2ccccc2)c2nc3ccccc3nc21	-2.2
COc1ccc(OC)c(-c2cc(C(=O)Nc3c(C)nn(Cc4ccccc4)c3C)no2)c1	-2.7
COc1ccc(OC)c(C2=NOC(C(=O)Nc3cc(C)nn3-c3ccccc3)C2)c1 (stereo not given)	0.36
O=C1Nc2ccccc2N=C(c2ccccc2)C1N1CCOCC1 (stereo not given)	0.069
O=C(Nc1ccc2c(c1)OCO2)C(c1ccccc1)N1CCCCC1 (stereo not given)	-2.8
Cc1cccc(C)c1NC(=O)C(c1ccccc1)N1CCOCC1 (stereo not given)	0.31
CCc1ccc2[nH]c(=O)c(CN(CCN(CC)CC)C(=O)NC3CCCCC3)cc2c1	-0.39
COC1=C(N)C(=O)c2nc(-c3nc(C(=O)O)c(C)c(-c4ccc(OC)c(OC)c4O)c3N)ccc2C1=O	0.071
COc1cc(NC(=O)c2nccn2C)cc(C(=O)Nc2cccc(C(F)(F)F)c2)c1	-0.36
CCCOC(=O)c1cc(=O)[nH]c2ccccc12	0.29
CC(c1ccccc1)N1CC(C(=O)N2CCN(c3ccccc3)CC2)CC1=O (stereo not given)	0.069
O=[N+]([O-])c1cc(Cl)cc(C2=NCCN2)c1	0.6
Cc1ccn(C(=O)c2cc3c(C)nn(-c4ccccc4)c3s2)n1	-0.66
COC(=O)C1=C(C)N(c2ccccc2)/C(=C/c2cccs2)C1=O	-0.72
Cc1ccc2cc(/C=N/NC(=O)CN3CCOCC3)c(Cl)nc2c1	0.23
CC(C)CCN1C(=O)c2ccccc2C1C(=O)NCc1cccnc1 (stereo not given)	1
O=C(O)c1cccnc1SC1CC(=O)N(Cc2ccccc2)C1=O (stereo not given)	0.19
Cc1ccc(C(=O)CSc2nnc(-c3ccccc3N)n2C)cc1	0.72
COc1ccc(/C=N/N=C2\CC3CCC2(C)C3(C)C)cc1O (stereo not given)	-0.25
Cc1cccc(-c2nnc(SCC(=O)Nc3nc4c(s3)CCCC4)n2C)c1	-0.81
COc1cnn(-c2cc(Oc3ccc(C)cc3)ncn2)c(=O)c1Cl	0.42
CC1=CC(C)(C)N(C(=O)CSc2ncn[nH]2)c2ccccc21	0.62
CC(=O)N(Cc1c(C#N)c2ccccc2n1C)c1ccccc1	-0.35
Cc1ccc(NC(=O)NNS(=O)(=O)c2ccc(Br)cc2)cc1	-0.97
Cc1ccc2nsnc2c1S(=O)(=O)N1CCOCC1	0.43
COc1ccc(C2CC(=O)CC(=O)C2n2cncn2)cc1 (stereo not given)	-0.039
CCCOc1ccc(/C(O)=C2/C(=O)C(=O)N(CCN(C)C)C2c2ccco2)cc1 (stereo not given)	0.3
COc1ccc(OC)c(S(=O)(=O)N2c3ccccc3CC2C)c1 (stereo not given)	-1.2
O=C(C1=C[C@@H](C2CCCCC2)C[C@@H](OCCCCO)O1)N1CCN(Cc2ccc3c(c2)OCO3)CC1	-2.3
COc1ccc(-c2ccc(Nc3ccc(C(=O)N4CCOCC4)cc3)nn2)cc1OC	0.58
Cc1ccc(-n2c(C)cc(C)c(C#N)c2=O)cc1	-2.2
O=C(CS(=O)(=O)c1c[nH]c2ccccc12)N1CCCCC1	-0.44
CCC(=O)NC(=S)Nc1ccccc1C(F)(F)F	0.55
CCn1c(C(=O)N2CCC(C(=O)NCc3cccs3)CC2)cc2sccc21	-2.3
CCO[C@@H]1OC(C(=O)N2CCN(Cc3ccccc3)CC2)=C[C@H](c2csc3ccccc23)[C@H]1CCCO	-0.86
O=C(c1ccc(Cn2c(=O)[nH]c3ccccc3c2=O)cc1)N1CCN(c2ccc(F)cc2)CC1	-9*
O=C(c1ccc2c3n(nc2c1)-c1ccccc1CO3)N1CCOCC1	-1.7
OC(CN1CCOCC1)C12CC3CC(CC(C3)C1)C2 (stereo not given)	0.81
CCN(CC)CCOc1ncnc2c1oc1ccccc12	0.69
Cc1nc(C)c(C(=O)Nc2cccc(C)c2C)o1	0.14
Cc1c(NC(=O)c2ccco2)cccc1-c1nc2cccnc2s1	-1.8
CCOc1ccc(NC(=O)CSc2nnc(Cn3c(=O)sc4ccccc43)n2C)cc1	-0.046
C[C@@H](Oc1ccccc1)c1nnn(Cc2ccccc2)c1-c1c([C@@H](C)Oc2ccccc2)nnn1Cc1ccccc1	-1.1
O=C(NCc1ccc(F)cc1)C(c1ccccc1)N(CC1CCCO1)C(=O)Cn1nnc2ccccc21 (stereo not given)	-1.4
O=C(Nc1nccs1)NC1CCCCC1	0.85
CCN(Cc1ccccc1)Cc1cccc([N+](=O)[O-])c1	-0.54
COc1ccc2c(c1)c(CC(=O)Nc1ccc(C)cc1)c(C)n2C(=O)c1ccc(Cl)cc1	-3.9*
CCC(COC(=O)Nc1cccc(C)c1C)NC(=O)OCC(C)C (stereo not given)	-2.1
O=C1CCCCCN1Cc1nnc(SCc2nc3ccccc3s2)n1-c1ccccn1	0.43
O=C(NCC1CCCO1)c1ccc(CS(=O)(=O)Cc2ccc(F)cc2)o1 (stereo not given)	0.44
CCCCSc1nc(N)c(NC(=O)c2ccco2)c(=O)[nH]1	-0.16
CC(C)(C)S(=O)(=O)c1cnc2c(-c3ccc(Cl)cc3)cnn2c1N	1.1
CC1CCCCC1NC(=O)Cn1c(CN2CCCCC2)nc2ccccc2c1=O (stereo not given)	0.066
CCc1c(C)sc(NC(=O)c2ccco2)c1C(=O)N1CCOCC1	0.36
CC[C@@H](C)[C@@H](C(=O)N1CCN(C(=O)OC(C)(C)C)CC1)n1cc(CCC(=O)O)nn1	1.1
Cc1nn(-c2ccccc2)c2sc(C(=O)N3CCOCC3)cc12	0.36
Cn1c(-c2ccc(F)cc2)cnc1SCC(=O)Nc1ccccc1N1CCOCC1	-0.45
Cc1ccc(C)c(OCC(=O)Nc2ccc3c(c2)OCO3)c1C	-4.7

New compounds follow
SMILES	Cav3 T inh
N#CCCN(C(=O)CSc1nc(-c2ccccc2)cn1N)c1ccc(F)cc1	1.3
COC(=O)Nc1nc2c(C)cccc2s1	-5.1
Cc1ccc(-c2n[nH]c(=S)n2-c2ccccc2)cc1	1.6
COc1ccc(OC)c(NC(=O)CSc2nc3c(c(=O)n(C)c(=O)n3C)n2C)c1	-0.32
COCCn1nnnc1C(C(C)C)N(Cc1ccccc1)Cc1cc2cc(OC)ccc2[nH]c1=O (stereo not given)	-4*
COC(=O)c1cc(OC)c(OC)cc1NC(=O)c1ccc(OC)cc1	-0.72
O=c1c(C=NCCCn2ccnc2)c(-c2ccccc2)[nH]n1-c1nc2ccccc2s1	-1.5
CCNc1nc(NCC)nc(N(C)n2cnnc2)n1	-0.22
Cc1cc(C)c(S(=O)(=O)NCC(=O)O)cc1C	0.22
Clc1ccc(-c2nc(-c3ccccn3)no2)cc1Cl	0.34
Cc1nn(C)c(C)c1/C=N/NC(=O)C(C)(C)Oc1ccc(Cl)cc1	-1.7
Fc1cccc(Nc2cc(-n3cccn3)ncn2)c1	-0.35
CC(=O)NC(Cc1ccccc1)C(=O)NC1CCN(C(=O)c2cnccn2)CC1 (stereo not given)	0.056
CC(C)(CO)NCc1cc(Br)ccc1OCc1ccccc1	0.025
CCOc1cc(/C=N/O)cc(Cl)c1OC	-0.62
COc1ccc(Nc2cc(C)nc3ccccc23)cc1	0.16
C=CCn1c(SCC(=O)Nc2nnc(CC)s2)nnc1-c1ccco1	1.4
CCOc1ccc(OCC)c(S(=O)(=O)N2CCC(C)CC2)c1	-1.7
O=C(Nc1ccccc1)O/N=C/c1ccncc1	-0.017
O=C(NC(=S)Nc1nc(-c2ccccc2)cs1)c1cncc(Br)c1	0.87

An excerpt from above in order of formula weight, ascending:
SMILES	Cav3 T inh
Fc1cccc(Nc2cc(-n3cccn3)ncn2)c1	-0.35
Cc1cc(C)c(S(=O)(=O)NCC(=O)O)cc1C	0.22
CCOc1ccc(OCC)c(S(=O)(=O)N2CCC(C)CC2)c1	-1.7
COC(=O)c1cc(OC)c(OC)cc1NC(=O)c1ccc(OC)cc1	-0.72
CC(C)(CO)NCc1cc(Br)ccc1OCc1ccccc1	0.025
N#CCCN(C(=O)CSc1nc(-c2ccccc2)cn1N)c1ccc(F)cc1	1.3
O=C(NC(=S)Nc1nc(-c2ccccc2)cs1)c1cncc(Br)c1	0.87

Other compounds follow.
SMILES	Cav3 T inh
COC(C[C@@H](O)C[C@@H](O)[C@H](C)OCc1ccccc1)OC	0.48
FC(F)(F)c1ccccc1C1=CC(c2ccccc2)n2ncnc2N1 (stereo not given)	-0.72
COc1ccc2oc(C(=O)c3ccccc3)c(NC(=O)CN3CCN(C)CC3)c2c1	1.8
CC(C)c1ccc(NC(=O)CCNS(=O)(=O)c2cccc3nsnc23)cc1	-2.5
CCOc1ccc2ccccc2c1C(=O)Nc1cc(=O)n(C)c(=O)n1C	0.58
CC(O)C1C(=O)OC2(C)CC(C)(C)NC(=S)N12 (stereo not given)	0.021
COCCCNC(=O)CSc1nc2ccc(N3CCOCC3)cc2c(=O)n1CCc1ccccc1	0.67
Cc1cc(=O)n2ccccc2c1C#N	0.041
CCN1CCN(c2cc(C)c3cc(NC(=O)c4ccc(OC)c(OC)c4)ccc3n2)CC1	0.16
CCOc1ccc(N2C(=O)CC(Sc3nc(-c4cccs4)cc(C(F)(F)F)c3C#N)C2=O)cc1 (stereo not given)	-1.7
O=C(Nc1ccccc1)c1ccccc1O	-0.096
Cn1c(N/N=C/c2ccccc2)nc2sc3c(c2c1=O)CCC3	1.1
CCC1(CC)Cc2ccccc2-c2nc(-c3ccccc3)oc(=O)c21	-3
O=C(c1ccco1)N1CCN(c2ncnc3c2nnn3Cc2ccccc2Cl)CC1	0.49
CC(C)(C)C1(C)OC(C(=O)NC2CCCCC2)C(C(=O)NC2CCCCC2)O1 (stereo not given)	-0.43
CC(C)c1ccc(NC(=O)C2CCCN(S(=O)(=O)c3cnc[nH]3)C2)cc1 (stereo not given)	-0.12
COCCNCCCCOc1c(Cl)cc(C)cc1Br	1.3
C/C(Cl)=C/Cn1c(NCCN(C)C)nc2c1c(=O)n(C)c(=O)n2C	0.017
Clc1ccc(-c2nnc(SCc3cn4ccsc4n3)n2CC2CCCO2)cc1 (stereo not given)	0.9
CC(=O)NC(CC(=O)Nc1ccc(S(=O)(=O)N2CCCC2)cc1)c1ccccc1 (stereo not given)	0.13

An excerpt of these results, as labelled records:
CCOc1ccc2ccccc2c1C(=O)Nc1cc(=O)n(C)c(=O)n1C
  Cav3 T inh = 0.58

CC(O)C1C(=O)OC2(C)CC(C)(C)NC(=S)N12 (stereo not given)
  Cav3 T inh = 0.021

COCCCNC(=O)CSc1nc2ccc(N3CCOCC3)cc2c(=O)n1CCc1ccccc1
  Cav3 T inh = 0.67

Cc1cc(=O)n2ccccc2c1C#N
  Cav3 T inh = 0.041

Carrying on.
SMILES	Cav3 T inh
NC(=O)C1CCCN(C(=O)NC2CCCCC2)C1 (stereo not given)	-0.51
C=CCn1c(P(=O)(O)c2ccccc2)nc2ccccc21	0.34
O=[N+]([O-])c1cc(-c2csc(NCCc3nc4cc(Cl)c(N5CCCCC5)cc4n3CCCO)n2)ccc1Cl	-0.27
Cc1cc2cc(CN(Cc3cccs3)C(c3nnnn3C(C)(C)C)C(C)C)c3nnnn3c2cc1C (stereo not given)	-2
Cc1cc(S(=O)(=O)Nc2ccc(C(=O)N3CCN(C(=O)c4ccco4)CC3)cc2)ccc1F	0.57
COc1ccccc1Oc1nc(-c2ccccc2)cc(C)c1S(C)(=O)=O	-2.1
COc1ccc(C2C3=C(CCCC3=O)Nc3nc(C(F)(F)F)nn32)cc1OC (stereo not given)	0.79
NC(=O)CSc1nc2c(sc3ccccc32)c(=O)n1CCCN1CCOCC1	1.5
Cc1noc(NS(=O)(=O)c2ccc(NC(=O)c3ccc(Br)o3)cc2)c1C	0.86
CCCCCCCCSc1nnc(CSc2nc3nc(C)cc(C)n3n2)o1	-1.2
COC(=O)c1c(C)[nH]c(C)c1-c1ccc(C)cc1	-2.7
CCCCNC(=O)CC(C(=O)N1CCc2ccccc21)n1ccnc1 (stereo not given)	1.1
CC(C)Cc1nc(N2CCOCC2)c(C#N)c2c1CCC2	-1.7
CCOC(=O)CC1C(=O)NCCN1C(=O)COc1ccc(Br)cc1C (stereo not given)	0.31
O=c1[nH]c(Cc2ccccc2)nc2scc(-c3ccccc3)c12	0.84
CC(=O)c1ccccc1Oc1nc(CN2CCOCC2)nc2scc(-c3cccs3)c12	-2.2
Cc1sc2nc(CN(Cc3cccs3)C(=O)NC3CCCCC3)[nH]c(=O)c2c1C	-4.7
Fc1cccc2sc(N3CCCCC3)nc12	-1.4
O=C(c1cc2ccccc2o1)N1CCN=C1SCc1cccc(F)c1	-3.9
Cc1ccc(-c2cc3nc(-c4ccccc4)cc(N4CCC5(CC4)OCCO5)n3n2)cc1	-0.61
COCCNC(=O)CN1CCC(NC(=O)Nc2ccccc2)CC1	0.24
CCCC[n+]1ccn(C2=C([O-])c3ccccc3C(=O)/C2=N\S(=O)(=O)c2ccccc2)c1	0.61
O=C(CSc1ncn(-c2ccccc2)n1)N1CCN(c2ccccc2)CC1	-0.23
CCN1C(=O)N[C@H](c2ccccc2)C(C(C)=O)=C1C	0.96
CC(C)CC(/C(O)=C(\C#N)c1nc2ccccc2[nH]1)N1C(=O)c2ccccc2C1=O (stereo not given)	-6.6*
Cc1c(CNC(=O)c2cnn3c2NC(c2ccc(Br)cc2)CC3C(F)(F)F)cnn1C (stereo not given)	-0.47
O=c1[nH]n(-c2cccc(Cl)c2)c2ncccc12	0.17
CCn1c(=O)[nH]c2cc(C(=O)N3CCN(c4ccccc4)CC3)ccc2c1=O	-0.3
CCCCN1C(=S)NC[C@@H]1C(C)CC (stereo not given in full)	-0.6
CC(C)(C)NC(=O)c1cccc(NC(=O)CSc2ccccc2)c1	-0.31
